Screens (PubChem)
T cell modulator: modulates CD8 T cell binding to vesicles | calls only at 7 µM | 330,000 tested, 0.068% active | 2C CD8+ T cell-vesicle binding, flow cytometry; stronger effect = lower value | AID 2052;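 active means response, share of CD8 T cells binding vesicles, and their 90th percentile fluorescence all below set limits, cut at about 80% in these data, passing the limit was not always enough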
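Assay system: 2C TCR transgenic mouse naive CD8+ T cells, MACS-purified | Read-out: CD8+ gate FL2 mean fluorescence as % of same-row positive control | Signal: High-throughput flow cytometry with anti-B7-1 and anti-CD8 staining | Timing: Binding step 1.5 h, 37 °C, antibody labelling 20 min, ice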
Myeloid diff 2: myeloid differentiation induction; calls only at 10 µM; ER-HoxA9 myeloid progenitors, lysozyme-GFP differentiation, flow cytometry; 360,000 tested, 1% active; AID 624256;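 active means normalized GFP-positive differentiation at or above the plate's own cutoff, the solvent-only control mean plus 3 SD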;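 further: cells exposed to compound for four days before flow analysis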
T cell modulator vesicle-bound %: recorded beside T cell modulator, whose call it bears; double positive events, %; measured here: CD8+ vesicle-bound cell fraction;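 binding gate set so that unloaded-vesicle control wells show 10% double positive cells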
Myeloid diff 2 GFP+ MAC1+ %: further read-out of Myeloid diff 2, marked with its call; GFP+ MAC1+ double positive, %; measured here: differentiation confirmed by MAC1 staining
* = called active by the depositor; i = inactive. An excerpt; the hit share may differ from the screen's.

SMILES	T cell modulator	T cell modulator vesicle-bound %	Myeloid diff 2	Myeloid diff 2 GFP+ MAC1+ %
C[C@H]1CN([C@@H](C)CO)C(=O)c2cc(NC(=O)CCN3CCOCC3)ccc2O[C@H]1CN(C)C(=O)Nc1ccc(F)cc1	i	37.7	i	1.8
Cc1cc(C)n2nc(C(=O)OCC(=O)N(CC(C)C)C3CCS(=O)(=O)C3)nc2n1 (configuration not stated)	i	45.7	i	1.6
O=C(COC(=O)Cc1ccc(Cl)cc1)NCc1cccs1	i	26.2	i	1.9
COc1cc(CCC(=O)OCC(=O)NCCc2ccc(S(N)(=O)=O)cc2)cc(OC)c1OC	i	56.2	i	0.7
C=CCC[C@H](Cc1ccc(F)cc1)C(=O)OC[C@@H](Cc1c[nH]c2ccccc12)NC(=O)[C@H](CC=C)CC(=O)N(CCO)Cc1ccccc1	i	9.4	i	1.1
Cc1ccccc1-c1cc(C(=O)NCc2cccc(Br)c2)n(CC2CC(c3cccnc3)=NO2)n1 (configuration not stated)	i	9.5	i	0.4
Cc1cc(C)cc(OCC(=O)OCC(=O)Nc2cc(S(=O)(=O)N3CCOCC3)ccc2Cl)c1	i	46.4	i	0.1
Cc1cc(C)c(NC(=O)COC(=O)C23CC4CC(CC(O)(C4)C2)C3)c(Cl)c1	i	34.8	i	1.4
Cc1ccc(N2CC(C(=O)N(C)CC(=O)Nc3ccc(Cl)c(C(F)(F)F)c3)CC2=O)cc1 (configuration not stated)	i	32.4	i	1.3
O=C(CNC(=O)c1ccc2c(c1)OCO2)NCCOc1ccc(Cl)cc1	i	36.3	i	0.6
O=C(Cc1ccc(S(=O)(=O)N2CCOCC2)s1)NC1CCCCC1	i	26.8	i	0.7
N#CCc1ccc(NC(=O)CSc2nnc(C3CC3)n2C2CC2)cc1	i	29.6	i	0.9
CSCCC(NC(=O)c1ccccc1)C(=O)N1CCN(C(C)=O)CC1 (configuration not stated)	i	43.5	i	0.9
CC(C)(C)OC(=O)NCCCCCNC(=O)c1[nH]cnc1C(=O)N[C@@H](Cc1ccccc1)C(=O)OC(C)(C)C	i	13.6	i	1.7
O=[N+]([O-])c1ccccc1S(=O)(=O)Nc1ccc(S(=O)(=O)N2CCCC2)cc1	i	41.2	i	1.2
CC(C)c1cccc(C(C)C)c1OC(=O)[C@H]1OC(C(C)(C)C)=C[C@@H]1c1ccccc1	i	38.2	i	0.5
COc1ccccc1OCC(=O)OCc1cc(-c2ccco2)on1	i	51.1	i	1.2
CCOC(=O)N1CCN(c2ccc(S(=O)(=O)N3CCOCC3)cn2)CC1	i	18.4	i	0.6
Cc1c(C(=O)Nc2cccc(S(=O)(=O)N3CCOCC3)c2)oc2ccc(Br)cc12	i	9.5	i	1.5
Cc1cccn2c(=O)nc(SCC(=O)Nc3ccc4c(c3)OCO4)nc12	i	32.4	i	0.5
CC(=O)NCc1ccc(C(=O)COC(=O)COc2ccccc2)s1	i	35.5	i	0.7
O=C(CSc1nnc(Nc2ccccc2F)s1)NC1CC1	i	30.4	i	0.8
CN(CC(=O)Nc1c(Cl)cccc1Cl)C(=O)CC1OC(=O)c2ccccc21 (configuration not stated)	i	41.9	i	2.1
COc1ccc(S(=O)(=O)N(C)C)cc1NC(=O)CN1CCN(C(=O)C2CC2)CC1	i	26.0	i	0.5

Compounds shown so far with a halogen (eleven):
SMILES	T cell modulator	T cell modulator vesicle-bound %	Myeloid diff 2	Myeloid diff 2 GFP+ MAC1+ %
C[C@H]1CN([C@@H](C)CO)C(=O)c2cc(NC(=O)CCN3CCOCC3)ccc2O[C@H]1CN(C)C(=O)Nc1ccc(F)cc1	i	37.7	i	1.8
O=C(COC(=O)Cc1ccc(Cl)cc1)NCc1cccs1	i	26.2	i	1.9
C=CCC[C@H](Cc1ccc(F)cc1)C(=O)OC[C@@H](Cc1c[nH]c2ccccc12)NC(=O)[C@H](CC=C)CC(=O)N(CCO)Cc1ccccc1	i	9.4	i	1.1
Cc1ccccc1-c1cc(C(=O)NCc2cccc(Br)c2)n(CC2CC(c3cccnc3)=NO2)n1 (configuration not stated)	i	9.5	i	0.4
Cc1cc(C)cc(OCC(=O)OCC(=O)Nc2cc(S(=O)(=O)N3CCOCC3)ccc2Cl)c1	i	46.4	i	0.1
Cc1cc(C)c(NC(=O)COC(=O)C23CC4CC(CC(O)(C4)C2)C3)c(Cl)c1	i	34.8	i	1.4
Cc1ccc(N2CC(C(=O)N(C)CC(=O)Nc3ccc(Cl)c(C(F)(F)F)c3)CC2=O)cc1 (configuration not stated)	i	32.4	i	1.3
O=C(CNC(=O)c1ccc2c(c1)OCO2)NCCOc1ccc(Cl)cc1	i	36.3	i	0.6
Cc1c(C(=O)Nc2cccc(S(=O)(=O)N3CCOCC3)c2)oc2ccc(Br)cc12	i	9.5	i	1.5
O=C(CSc1nnc(Nc2ccccc2F)s1)NC1CC1	i	30.4	i	0.8
CN(CC(=O)Nc1c(Cl)cccc1Cl)C(=O)CC1OC(=O)c2ccccc21 (configuration not stated)	i	41.9	i	2.1

Continuation:
SMILES	T cell modulator	T cell modulator vesicle-bound %	Myeloid diff 2	Myeloid diff 2 GFP+ MAC1+ %
COc1ccc(NC(=O)Nc2ccc3c(c2)C(=O)N([C@H](C)CO)C[C@H](C)[C@@H](CN(C)C(=O)Nc2ccc(OC)cc2)O3)cc1	i	9.5	i	0.4
Cc1ccc(NC(=O)CSc2nc(=O)n3cc(C)ccc3n2)c(C)c1	i	44.0	i	0.6
N#Cc1ccccc1OCC(=O)NNC(=O)CCC1CCCC1	i	14.0	i	1.3
CC(=O)N[C@@H](Cc1c[nH]c2ccccc12)C(=O)OCc1cc(C(F)(F)F)cc(C(F)(F)F)c1	i	19.6	i	1.9
CC1CCCCN1C(=O)COC(=O)c1cccc(NS(=O)(=O)c2ccccc2)c1 (configuration not stated)	i	33.7	i	1.1
CCN(CC(=O)Nc1c(F)cccc1F)C(=O)c1cc(S(=O)(=O)NCc2ccccc2)ccc1C	i	50.7	i	1.3
Cc1ccc(S(=O)(=O)N(C)C)cc1NC(=O)COC(=O)C1(c2ccccc2)CC1	i	31.1	i	0.9
CCc1ccc(/C=C\C(=O)N2CCCC2)cc1	i	22.0	i	0.2
Cc1ccc(NC(=O)C/C(N)=N/OC(=O)Nc2cccc(C)c2)cc1	i	5.7	i	0.3
CC(C)(Cc1ccccc1)/[N+]([O-])=C\c1ccc(C(F)(F)F)cc1	i	21.6	i	2.2
CC1CCN(C(=O)CCNS(=O)(=O)c2ccc(Br)cc2)CC1	i	30.8	i	0.5
CCOC(=O)C1CCCN(C(=O)CN2C(=O)c3ccccc3S2(=O)=O)C1 (configuration not stated)	i	41.3	i	2.3
O=c1oc(CCO)cc2ccc(C#Cc3ccsc3)cc12	i	22.9	i	1.2
COc1ccc(C2=CN3CCCCC3CC2=O)cc1OC (configuration not stated)	i	13.4	i	0.8
CCN(CC)CCn1c2c(c(SCC(=O)Nc3ccccc3Cl)nc1=O)CCC2	i	57.5	i	1.0
CCC1(c2ccccc2)NC(=O)N(CC(=O)Nc2cc(S(=O)(=O)N3CCOCC3)ccc2OC(C)C)C1=O (configuration not stated)	i	12.0	i	0.8
C=CCOc1ccc(/C=C/C(=O)OCC(=O)NCC2CCCO2)cc1 (configuration not stated)	i	55.0	i	1.0
Cc1cccn2c(=O)cc(COC(=O)C(C)Oc3ccccc3)nc12 (configuration not stated)	i	45.4	i	0.9
O=C(NNC(=O)c1ccccc1[N+](=O)[O-])c1csc(N2CCOCC2)n1	i	41.0	i	0.7
CCN1CCN(c2ccc(S(=O)(=O)N3CCOCC3)cc2NC(=O)c2sccc2C)CC1	i	53.1	i	1.3
CC(C)CN(C(=O)/C=C/c1nc2ccccc2s1)C1CCS(=O)(=O)C1 (configuration not stated)	i	53.4	i	0.7
Cc1ccc(C(=O)OCC(=O)Nc2ccc3[nH]c(=O)[nH]c3c2)o1	i	34.0	i	1.0
Cc1cccc(C(=S)N2CCOCC2)n1	i	44.2	i	0.4
COc1cc(C)c(CN2CCN(CC(=O)Nc3ccccc3C(=O)NC3CC3)CC2)cc1OC	i	48.4	i	0.4
COc1ccc(S(=O)(=O)N2CCC3(CC2)CC(=O)c2ccccc2O3)cc1OC	i	29.1	i	0.7
O=C(Cc1csc(NC(=O)Nc2cccc(Cl)c2)n1)NC1CCCC1	i	52.8	i	0.9
CCN(CC)C(=O)[C@H]1CC(CC(=O)NCCN2CCOCC2)C(=O)N2CCc3c([nH]c4ccccc34)[C@]12C (some centres not stated)	i	15.5	i	0.5
CC(C)(C)c1ccc(S(=O)(=O)N2CCNC(=O)C2)cc1	i	9.4	i	1.3
C[C@H](CO)N1C[C@H](C)[C@@H](CN(C)S(C)(=O)=O)Oc2c(NC(=O)Nc3ccc4c(c3)OCO4)cccc2C1=O	i	9.6	i	0.5
O=c1c2ccccc2oc2cc(-c3ccc(CN4CCOCC4)cc3)ccc12	i	22.0	i	0.4
COc1cc(OC)cc(C(=O)NCCCCCCNC(=O)c2cc(OC)cc(OC)c2)c1	i	40.3	i	1.3
COc1ccccc1N(CC(=O)Nc1cc(S(=O)(=O)N(C)C)ccc1C)S(=O)(=O)c1cccs1	i	48.3	i	0.7
C=CCC[C@H](Cc1ccc(F)cc1)C(=O)OC[C@@H](C)NC(=O)[C@@H](CC=C)CC(=O)N[C@H](CO)Cc1ccccc1	i	9.1	i	2.2
O=C(NNC(=O)c1ccc2c(=O)n3c(nc2c1)CCC3)c1ccc(F)cc1	i	24.8	i	0.8
Cc1nc(SCc2nc3ccccc3[nH]2)c2oc3cc(Br)ccc3c2n1	i	11.5	i	0.5
O=C(COC(=O)c1c(Cl)cccc1Cl)Nc1cccc(S(=O)(=O)NC2=NCCCCC2)c1	i	35.7	i	1.0
COc1ccc(NS(=O)(=O)c2cc(NC(=O)c3ccc(=O)[nH]c3)ccc2C)cc1	i	11.6	i	0.1
Cc1noc(C)c1CSCC(=O)Nc1ccc(Br)cc1Cl	i	9.9	i	0.2
O=C1N[C@H](Cc2ccccc2)COC(=O)[C@H](Cc2ccc(F)cc2)C/C=C\C[C@H]1CC(=O)N(CCO)Cc1ccccc1	i	13.5	i	0.8
CCCCN(C(=O)C1CC1)C1CCS(=O)(=O)C1 (configuration not stated)	i	17.4	i	1.1
COc1ccc(S(=O)(=O)N2CCCCCC2)cc1C(=O)N(C)Cc1ccc(F)cc1	i	37.7	i	1.4
Cc1cnc(C(=O)OCC(=O)N(Cc2ccccc2)C(C)(C)C)cn1	i	37.5	i	0.4
Cc1cccc(C)c1NC(=O)CNC(=O)CCCc1c[nH]c2ccccc12	i	49.3	i	1.4
CCCCN1C(=O)c2ccc(C(=O)OCC(=O)N3CCN(c4ccccc4)CC3)cc2C1=O	i	36.6	i	0.4
Cc1c(-c2nc3ccccc3[nH]2)cnn1C	i	33.3	i	0.5
COc1ccc(Br)cc1CN(C)C(=O)Cc1ccc(OC)c(S(=O)(=O)N2CCOCC2)c1	i	37.4	i	0.4
COc1ccc(S(=O)(=O)Nc2ccc3c(c2)C(=O)N([C@@H](C)CO)C[C@H](C)[C@H](CN(C)S(=O)(=O)c2ccc(F)cc2)O3)cc1	i	16.9	i	2.3
CCOC(=O)[C@H]1[C@H]2COc3ccc(OC)cc3[C@@H]2N2C(=O)CN(Cc3ccc(OC)cc3)C(=O)[C@@]12C	i	39.4	i	1.2

Just Myeloid diff 2 GFP+ MAC1+ % and T cell modulator, for 2 of the compounds above:
SMILES,Myeloid diff 2 GFP+ MAC1+ %,T cell modulator
CCCCN(C(=O)C1CC1)C1CCS(=O)(=O)C1 (configuration not stated),1.1,i
COc1ccc(S(=O)(=O)N2CCCCCC2)cc1C(=O)N(C)Cc1ccc(F)cc1,1.4,i

(continued)
SMILES	T cell modulator	T cell modulator vesicle-bound %	Myeloid diff 2	Myeloid diff 2 GFP+ MAC1+ %
COc1cc(F)c(C2=CC(=O)CC(C)(C)C2)cc1F	i	48.9	i	1.0
CC(C)(CNC(=O)c1cccc(F)c1)CNC(=O)c1cccc(F)c1	i	35.7	i	0.2
Cc1c(C(=O)NNC(=O)c2ccncc2)oc2ccccc12	i	30.4	i	0.5
O=C(C1CC1)N1CCN(c2ccc([N+](=O)[O-])cc2)CC1	i	25.6	i	0.6
COc1ccc(C(=O)COC(=O)c2sc(C)nc2C)cc1F	i	35.7	i	1.0
COc1ccc(NC(=O)CSc2nnc(-c3ccncc3)o2)c(OC)c1	i	36.0	i	0.7
CCOC(=O)c1ccc(S(=O)(=O)N2CCC(C(=O)NCc3ccccc3OC)CC2)cc1	i	7.8	i	0.8
Cc1ccc(C(=O)CCC(=O)OC(C)C(=O)NC2CCCCC2C)cc1 (configuration not stated)	i	44.3	i	1.2
COc1cccc(C(c2ccccc2)N2C3CCC2CN(S(=O)(=O)c2ccc(F)cc2)CC3)c1 (configuration not stated)	i	27.6	i	0.5
CCC(CC)c1nnc(NC(=O)C2CSC3(C)CCC(=O)N23)s1 (configuration not stated)	i	26.4	i	0.9
CN(C)C(CNC(=O)c1cc(S(=O)(=O)N(C)Cc2ccccc2)ccc1Cl)c1ccco1 (configuration not stated)	i	17.1	i	1.4
CC(OC(=O)C1CC2CCCC(C1)C2=O)C(=O)Nc1cccc([N+](=O)[O-])c1 (configuration not stated)	i	34.5	i	1.3
O=C(COC(=O)C1CC2CCCC(C1)C2=O)Nc1cccc(F)c1 (configuration not stated)	i	29.4	i	0.2
COc1ccccc1/C(C)=N/Oc1cc(N)cc([N+](=O)[O-])c1	i	50.5	i	1.0
Cc1ccccc1C(=O)NCC(=O)OC(C)C(=O)NC(C)CCc1ccccc1 (configuration not stated)	i	43.3	i	0.3
CCCN(C(=O)CSc1nnc2ccccn12)C1CCS(=O)(=O)C1 (configuration not stated)	i	18.8	i	0.4
